KLF5 inhibitor – kruppel-like factor 5 inhibition; DLD-1 KLF5 promoter-luciferase reporter, luminescence; inhibition, % at 5 µM; 290,000 tested, 0.23% active; AID 1700;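 active means inhibition above a per-plate limit of that plate's mean compound inhibition plus 3 SD, cut at about 60% in these data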;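 further: 0% = DMSO wells and 100% = LY294002 at 200 µM; higher means less KLF5 promoter-driven luciferase light; inactives centre near -14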
AI-2 QS modul – Vibrio harveyi AI-2 quorum sensing modulation. Vibrio harveyi JMH597 AI-2 luminescence/OD600 ratio, 9 h; stronger effect = lower value; strain lacks LuxN and CqsS sensors; 0 = neutral-control median. AID 2094. activity change, % at 7.5 µM. 300,000 tested, 0.4% active; in the data active means activity change below about -75%, passing the limit was not always enough;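 further: luminescence divided by OD600 gain over 9 h not by final OD600 alone; inactives centre near 13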
GSK3beta inhib – blocks human GSK3beta kinase activity; GST-GSK3beta kinase, ADP-Glo luminescence, 60 min; stronger effect = lower value; 300,000 tested, 0.038% active; P49841; activity score (negative = inhibition), % at 10 µM;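 active means more than half of replicate wells score below -50%, meaning over 50% inhibition versus plate controls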;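 further: 0% = median DMSO wells and -100% = median GW8510 positive control wells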
Target sequence (P49841 whole entry, looked up): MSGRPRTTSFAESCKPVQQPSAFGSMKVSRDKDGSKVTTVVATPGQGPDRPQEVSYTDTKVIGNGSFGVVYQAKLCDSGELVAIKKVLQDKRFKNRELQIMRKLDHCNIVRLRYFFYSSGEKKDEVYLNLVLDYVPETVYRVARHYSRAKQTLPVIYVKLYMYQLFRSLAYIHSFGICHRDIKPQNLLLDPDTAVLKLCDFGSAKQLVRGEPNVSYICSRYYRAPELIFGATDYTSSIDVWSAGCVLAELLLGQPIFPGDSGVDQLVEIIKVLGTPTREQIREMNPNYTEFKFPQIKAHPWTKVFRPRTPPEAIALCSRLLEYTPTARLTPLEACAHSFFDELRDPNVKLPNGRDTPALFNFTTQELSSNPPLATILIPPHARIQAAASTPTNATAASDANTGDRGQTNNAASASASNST
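Test system: GST-fused GSK3beta enzyme, cell-free | Quantity: 1.6 ng GST-GSK3beta enzyme per well | Reagent: 25 µM ATP with peptide substrate | Schedule: 60 min enzyme reaction, room temperature | Signal: Luminescent ADP-Glo measurement of ADP formed | Read-out basis: Score relative to plate controls | Control set: DMSO and 20 µM GW8510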
IEC-6 tox – kills IEC-6 intestinal cells in KLF5 counter-screen | IEC-6 cytotoxicity, luminescence viability | inhibition, % at 5 µM | 290,000 tested, 0.78% active | AID 1825; in the data active means inhibition above about 22%;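 further: 0% = plate median of test compound wells and 100% = cytotoxic reference compound wells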
aSyn UTR inh – 5' untranslated region of α-synuclein, MLPCN primary screen; alpha-synuclein 5'UTR reporter, inhibitor activity; 300,000 tested, 0.82% active; inhibition, % (tested at 7.5 µM); in the data active means inhibition above about 60%;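 further: H4 neuroglioblastoma cells stably carrying SNCA 5'UTR luciferase fusion; 0% = DMSO wells and 100% = positive control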
HIF act – HIF pathway transcriptional activation. U2OS HRE-luciferase reporter, luminescence; normalized: DMSO 0%, desferrioxamine 100%. AID 1910. 300,000 tested, 0.32% active. activation, % at 7.5 µM (by protocol);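 active means mean activation of at least 10% of the iron chelator positive control signal, with at least half of replicates also reaching 10%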
HSF-1 act – increases HSF-1 driven luciferase reporter signal; NIH3T3-HGL HSF-1 luciferase reporter, MG132, 8 h; 100% = twice DMSO control signal; activation, % at 9 µM; 300,000 tested, 1.7% active; AID 504408;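 active means mean replicate activation of at least 50% with a set share of replicates each reaching 50%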;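 further: 0% = median of the neutral control wells and 100% = twice that signal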
GSK3A inh – blocks human GSK-3 alpha kinase. 320,000 tested, 0.1% active. inhibition, % at 10 µM. AID 2650. ADP-Glo luminescence, 60 min. P49840;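 in the data active means inhibition above about 50%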;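 further: GST-tagged GSK-3 alpha with peptide substrate and 25 µM ATP; 0% = DMSO neutral wells and 100% = GW8510 positive control wells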
Target sequence (P49840 whole entry, looked up): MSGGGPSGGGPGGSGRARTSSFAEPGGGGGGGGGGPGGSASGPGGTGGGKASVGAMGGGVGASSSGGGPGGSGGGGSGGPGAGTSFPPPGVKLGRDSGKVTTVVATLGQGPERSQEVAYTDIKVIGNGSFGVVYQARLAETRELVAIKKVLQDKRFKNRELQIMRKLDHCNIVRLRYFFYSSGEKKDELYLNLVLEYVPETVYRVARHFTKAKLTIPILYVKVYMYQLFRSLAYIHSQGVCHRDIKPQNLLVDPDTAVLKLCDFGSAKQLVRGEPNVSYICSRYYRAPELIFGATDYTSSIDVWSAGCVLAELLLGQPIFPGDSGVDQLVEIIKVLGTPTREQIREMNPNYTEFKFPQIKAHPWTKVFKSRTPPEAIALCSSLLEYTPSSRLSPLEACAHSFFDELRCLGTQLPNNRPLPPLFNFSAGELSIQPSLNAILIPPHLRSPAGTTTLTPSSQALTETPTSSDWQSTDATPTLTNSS
HSF1 inhib – HSF1 inhibition; 300,000 tested, 0.77% active; activity change, negative = inhibition, % at 7.5 µM (by protocol); NIH3T3-HGL HSE-luciferase, MG132-induced, luminescence 8 h; stronger effect = lower value; AID 2098;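 active means more than half of replicate wells show activity change below -50%, luminescence cut by over half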;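 further: luciferase reports HSF-1 transcriptional activity via heat shock element; 0% = median of DMSO wells and -100% = zero luminescence signal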
HSP90 refold inh – HSP90 refolding inhibition in rabbit reticulocyte lysate | luciferase refolding luminescence, 3 h | inhibition, % at 5.6 µM | 290,000 tested, 0.91% active;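 active means inhibition above the screen-wide mean plus 3 SD, computed separately per campaign, cut at about 16% in these data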;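 further: 0% = DMSO wells and 100% = 60 µM geldanamycin wells; inhibitors lower the luminescence because luciferase stays unfolded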
An asterisk follows results filed as active; · = not tested or not shown.

SMILES	KLF5 inhibitor	AI-2 QS modul	GSK3beta inhib	IEC-6 tox	aSyn UTR inh	HIF act	HSF-1 act	GSK3A inh	HSF1 inhib	HSP90 refold inh
CCCCCCCCSc1nnc(-c2ccc(OC)cc2)o1	-6.5	21.6	5.2	-2.9	111.2*	-2.3	-11.3	·	-9.8	-5.5
Nc1cc(=O)[nH]c(SCC(=O)N2N=C(c3ccc4ccccc4c3)CC2c2ccccc2)n1 (stereo not drawn)	-17.6	14.4	2.9	-1.8	5.9	0.7	45.6	-1.8	33.6	7.3
O=C(c1cccnc1)N1N=C(C2CCCCC2)CC1(O)C(F)(F)F (stereo not drawn)	1.7	20.9	-4.2	2.0	-3.9	0.3	-0.3	-1.2	-4.6	2.3
O=S(=O)(c1ccc(Cl)cc1)N1CCc2ccccc21	-27.1	·	·	-9.6	-2.2	-31.7	16.6	2.2	-6.2	4.1
CC(=O)Nc1ccc(N(C(=O)Cn2nnc3ccccc32)C(C(=O)NC2CCCC2)c2ccc(O)c(O)c2)cc1 (stereo not drawn)	-13.7	17.3	1.0	3.8	6.3	0.1	-1.6	0.3	-1.8	-1.6
Nc1ccc(-n2ccnc2)cc1	-13.1	14.9	-3.6	-5.0	0.3	0.3	1.7	-3.4	-0.6	-0.8
O=C(Oc1csc(=S)n1C(=O)c1ccccc1)c1ccccc1	-23.0	14.1	0.0	-0.7	-13.5	-0.3	-0.9	1.1	-3.4	-4.6
CCOC(=O)c1c(NC(=O)CNCC(O)CO)sc(C)c1C (stereo not drawn)	4.8	-7.1	1.1	6.4	8.7	-0.1	9.7	3.5	-1.6	0.8
COc1cc(CCN2C(=O)c3cccc4cccc(c34)C2=O)c(S(=O)(=O)N2CCCCCC2)cc1OC	-13.4	16.5	0.8	-7.5	-7.7	-0.6	7.0	-1.2	2.4	-1.5
COC(=O)C1=C(C)Nc2nc(SCc3ccccc3)[nH]c(=O)c2C1c1cccs1 (stereo not drawn)	1.9	16.4	4.8	1.3	19.7	-0.6	-22.9	-2.2	0.4	5.7
CCOC(=O)c1sc(NC(=O)c2ccncc2)c(C#N)c1C	3.5	-2.3	-0.9	4.4	-24.2	·	-6.3	·	7.3	0.7
Cc1cc(C)cc(N(CC(=O)NCC2CCCO2)C(=O)CN2C(=O)COc3ccccc32)c1 (stereo not drawn)	-6.0	23.4	0.3	-2.6	17.5	-0.1	-22.5	5.6	-3.6	-0.4

Random excerpt: two entries already listed
SMILES	KLF5 inhibitor	AI-2 QS modul	GSK3beta inhib	IEC-6 tox	aSyn UTR inh	HIF act	HSF-1 act	GSK3A inh	HSF1 inhib	HSP90 refold inh
O=S(=O)(c1ccc(Cl)cc1)N1CCc2ccccc21	-27.1	·	·	-9.6	-2.2	-31.7	16.6	2.2	-6.2	4.1
O=C(c1cccnc1)N1N=C(C2CCCCC2)CC1(O)C(F)(F)F (stereo not drawn)	1.7	20.9	-4.2	2.0	-3.9	0.3	-0.3	-1.2	-4.6	2.3

Additional structures follow:
SMILES	KLF5 inhibitor	AI-2 QS modul	GSK3beta inhib	IEC-6 tox	aSyn UTR inh	HIF act	HSF-1 act	GSK3A inh	HSF1 inhib	HSP90 refold inh
CCn1c(=O)cc(OCC(=O)NC(C)c2ccc3c(c2)OCCO3)c2ccccc21 (stereo not drawn)	19.0	9.8	-0.6	3.4	18.1	0.0	28.9	0.8	14.4	3.3
O=C1NCCN1C(=O)N(c1ccccc1)c1ccccc1	0.7	29.7	4.0	5.2	-4.6	-0.4	13.1	-1.3	-5.3	0.3
Fc1ccccc1C(c1nnnn1Cc1ccc2c(c1)OCO2)N1CCN(Cc2ccccc2)CC1 (stereo not drawn)	9.8	11.5	-0.6	3.5	-9.6	-1.0	-1.5	2.2	-1.6	3.4
CS(=O)(=O)N1CCc2cc(C(=O)Nc3ccccc3)ccc21	-112.0	56.5	-0.2	-2.6	-104.5	5.0	25.1	-3.5	5.1	-2.9
Cc1cc(-c2ccc(C)c(S(=O)(=O)N3CC(=O)Nc4ccccc43)c2)on1	-20.8	10.2	1.0	3.8	-3.2	-0.3	-16.1	0.3	7.3	0.6
CCCNC(=S)Nc1cc2oc3ccccc3c2cc1OC	-37.7	14.5	0.4	5.2	-34.7	1.4	0.7	0.2	-10.5	6.6
Cc1ccc(C)c(OCCCC(=O)Nc2ccc(N3CCOCC3)cc2)c1	-15.2	26.4	0.7	6.2	9.7	-0.1	-10.6	·	1.2	2.9
CCOc1ccc(C(=O)CSCC(=O)O)cc1	-4.7	3.4	-2.8	2.0	9.2	-0.3	-19.7	-5.3	-4.9	-3.5
CC1CCCC(C)N1CCCNC(=O)c1ccc2nc(N3CCOCC3)sc2c1 (stereo not drawn)	-29.1	-10.7	-1.0	14.1	2.5	0.1	-8.4	1.1	-2.1	2.5
CCOC(=O)C(Sc1n[nH]c(N)n1)c1ccccc1 (stereo not drawn)	-3.3	13.9	2.4	-1.0	1.9	-0.8	17.5	-3.5	-8.3	-3.3
O=c1cc(NCc2ccccc2)nc2n1CCCS2	9.6	25.3	-27.0	-4.5	-22.5	-0.3	0.8	-2.2	4.9	-1.2
Cc1ccc(C(=O)CS(C)(=O)=O)cc1	8.7	21.0	0.1	-7.9	-0.3	-0.2	-3.9	-1.8	-1.0	1.9
CCCOC(=O)c1c(-c2ccc(OC)cc2)oc2ccc(-c3ccc(OC)nc3)cc12	-23.3	24.2	1.9	4.6	-16.7	-0.4	-4.5	-0.3	1.0	-5.9
Cc1c(NC(=O)C(C)Sc2nc3ccccc3c(=O)n2CCO)c(=O)n(-c2ccccc2)n1C (stereo not drawn)	0.8	13.7	0.3	-6.2	8.8	0.3	-17.5	2.2	1.1	-0.3
CC1CC(CCN)(c2ccccc2)C(C)CN1C (stereo not drawn)	-10.8	5.8	2.8	-3.6	-6.7	-0.3	2.8	-2.9	4.3	-2.6
CCN1CCN(Cc2ccc(NC(=O)c3cc(NC(=O)c4cc5cccc(OC)c5o4)cc(OC)c3)cc2C(F)(F)F)CC1	·	19.2	-2.0	·	28.1	-5.0	-3.8	-4.8	-3.4	·
O=C(Cc1ccccc1)N[C@H](c1ccccc1)P(=O)(O)CO	-3.4	15.4	2.2	2.7	-12.3	0.2	1.6	-0.3	2.3	1.3
CCOP(=O)(OCC)C(Nc1cc(Cl)cc(Cl)c1)c1cccc(O)c1 (stereo not drawn)	0.5	17.1	-2.8	-7.6	16.1	0.4	21.3	-2.5	12.4	3.0
COC(=O)c1c(NC(=O)CSc2nnc(-c3ccco3)n2Cc2ccccc2)sc(C)c1C	-38.0	0.7	-1.9	-2.8	-2.3	-0.1	14.4	-1.6	8.2	3.7
Cc1cccc(OCc2nnc(SCC(=O)N3CCCC3)n2C)c1	0.9	34.0	-2.7	-2.7	6.6	-0.3	-7.5	-1.8	-9.5	-1.6
O=C(O)c1ccc2c(c1)N(Cc1ccccc1F)C(=O)c1ccccc1S2=O (stereo not drawn)	-53.9	11.3	4.0	-4.2	-19.8	-0.1	-2.7	-3.3	3.3	3.0
COc1cccc(CNCc2ccco2)c1O	-88.5	13.7	0.4	1.6	-1.9	1.3	20.6	·	2.0	-0.5
Cc1ccnc(NC(=O)c2cc([N+](=O)[O-])cc([N+](=O)[O-])c2)c1	-7.6	17.0	0.8	-0.8	-41.0	-0.5	6.2	-2.4	1.5	2.7
Clc1ccc(Cl)c(-c2nn3c(Cn4cnc5ccccc54)nnc3s2)c1	-1.3	35.8	0.1	0.6	1.6	-0.3	37.8	-1.4	11.0	-1.8
Cc1cc(C)c2c(-n3cccc3)c(C(=O)NNS(=O)(=O)c3ccccc3)sc2n1	-24.8	15.0	2.7	-3.4	32.8	-1.9	8.3	0.2	7.3	-1.6
Cc1noc(C(F)(F)F)c1C(=O)NNC(=O)c1cccc(C(F)(F)F)c1	-11.6	3.6	-1.0	7.6	-2.2	-0.3	-18.2	-2.0	-7.2	3.3
COc1ccc(S(=O)(=O)NCCCCNS(=O)(=O)c2ccc(OC)cc2)cc1	-25.3	33.9	-0.2	-4.4	5.5	1.0	11.2	1.8	-3.1	-4.2
Cc1ccc2c(c1)N(CCC(=O)NCc1ccc3c(c1)OCO3)C(=O)CO2	-10.9	13.5	-1.7	-1.2	35.2	0.2	6.2	-1.4	0.5	-0.2
O=c1[nH]c(CSc2nc(-c3ccc(F)cc3)cs2)nc2ccccc12	-9.2	7.3	1.2	2.2	-2.6	-0.6	-1.4	-1.9	17.1	-4.2
CC(=O)Nc1cc2c3c(c1)CC(=O)N3CCC2	2.6	4.6	-1.3	8.2	15.4	-0.1	5.8	-0.1	-6.6	2.3
O=C(O)c1ccccc1C(=O)NNc1ccc(F)cc1	14.6	53.0	-1.2	-2.1	-6.3	-0.7	2.5	-3.0	3.7	-0.5
CC1(C)CC(=O)C2=C(C1)NC(=O)CC2C(=O)NCc1ccc(F)cc1 (stereo not drawn)	-16.0	15.8	-9.4	-3.5	-16.5	-0.9	6.9	·	-12.3	-4.2
CSc1nc2nccc(/C=C\c3ccccc3)n2n1	-25.6	12.0	3.7	-2.6	-88.9	-0.3	56.5*	0.8	35.6	-6.2
CCCC[C@H]1COCCS(=O)(=O)N1Cc1ccccc1F	-10.1	2.3	1.2	-1.3	26.6	-0.1	15.3	0.1	3.9	0.0
Cc1cccc(NC(=O)NNC(=O)c2sccc2-n2cccc2)c1	-10.1	14.5	1.3	0.9	-11.0	-0.8	4.8	-0.8	2.5	-2.1
COc1ccc(N2CCN(C(=O)Nc3ccc(S(=O)(=O)N(C)C)cc3)CC2)cc1	-13.5	27.1	0.2	-8.6	-1.5	0.4	9.7	-1.1	-8.6	0.7
CN(CC(=O)NCCCc1ccccc1)S(=O)(=O)c1ccc(Br)cc1	-23.8	-16.2	2.1	-3.5	23.8	-0.9	-0.4	0.1	-4.6	-2.6
COc1ccc(-n2nnnc2SCC(=O)Nc2ccccc2N2CCOCC2)cc1	-3.0	9.8	3.0	2.9	34.8	-0.1	6.7	·	1.1	-1.9
Cc1ccc(C(=O)N/C(=C/c2ccco2)C(=O)NCc2ccco2)cc1	3.6	-7.3	1.6	-1.7	-10.8	0.3	16.1	4.7	-2.2	1.5
COc1ccccc1N=C(C)C1=C(O)CC(c2ccccc2)CC1=O (stereo not drawn)	-6.3	-15.7	-0.9	-6.7	121.7*	-0.3	6.7	-3.8	11.0	3.8
O=C(CN1CCN(Cc2ccc(F)cc2Cl)C1=O)NCCc1ccc(Cl)cc1	-16.7	1.5	-3.5	2.9	-6.9	-1.1	11.0	0.9	7.0	1.8
O=C(O)c1ccccc1OCc1ccccc1Br	-12.4	12.7	3.2	1.1	-13.7	-0.6	7.6	-4.5	-0.5	0.4
O=C1CC2CS(=O)(=O)CC2N1c1ccc(Cl)cc1Cl (stereo not drawn)	-3.8	-4.2	-1.5	11.1	10.6	-0.6	10.9	-0.8	-1.8	3.6

Screens from PubChem.
